Bcl-B TR3 displacers – displacers of TR3 peptide from Bcl-B, primary screen, selectivity assay for Bfl-1 inhibitor project, biochemical, fluorescence polarization | FP displacement of FITC-TR3 peptide from Bcl-B; higher % means a stronger effect | 0.11% of 96,000 active | one-dose displacement, % at 20 µM; IC50 in µM for titrated hits | AID 748;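 active means displacement above 50% at 20 µM plus a fluorescence interference ratio under 1.5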;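 further: plate controls were wells without compound for no effect and wells lacking Bcl-B protein for full effect; a part of the inactive calls stands beside numbers as strong as those of hits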
PLAP inhibition – PLAP enzyme inhibitors, biochemical, luminescence, HTS (AID 690); purified PLAP, luminescent substrate; higher % means a stronger effect; inhibition, % at 20 µM, or IC50 in µM where a hit was titrated; 0.08% of 96,000 active; in the data active means a potency from the dose series; inactive means the rest, 99 in 100 with inhibition below about 30%; further: strong numbers were not always called active
NFkB transloc inh – blocks IL-1B driven NFkB nuclear translocation in HUVEC cells; HUVEC IL-1B NFkB p65 nuclear translocation imaging; inhibition, % at 2 µM; 0.43% of 94,000 active; AID 796;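 active means inhibition above about 30% together with a positive call from visual inspection of the well image, limit read from the data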;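 further: nuclear over cytoplasmic p65 intensity ratio measured by imaging; 0% = IL-1B stimulated DMSO wells and 100% = unstimulated DMSO wells; values of inactives mirror those of a sister screen read the other way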
MRP reversal – reverses drug resistance mediated by MRP; AID 602; H69AR cells + 2 uM doxorubicin, CellTiter-Glo, 72 h; differential viability (reversal), % at 10 µM; 0.04% of 85,000 active;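 active means viability drop by adding the cancer drug above about 55%, with treated viability meeting a 40% cutoff, limit read from the data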;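 further: viability without doxorubicin minus viability with 2 µM doxorubicin for each compound; larger differential means the compound sensitizes cells more to doxorubicin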
NFkB transloc pot – enhances IL-1B driven NFkB nuclear translocation. HUVEC IL-1B NFkB p65 nuclear translocation imaging. activation, % at 2 µM. 0.3% of 94,000 active;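 active means activation above 40%, about the mean plus 3 SD, also judged a hit on visual image review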;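 further: percent activation is computed from the nuclear over cytoplasmic p65 intensity ratio; values of inactives mirror those of a sister screen read the other way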
MRP reversal cytotoxicity – further read-out of MRP reversal, marked with its call; viability, %; H69AR cells, CellTiter-Glo, 72 h; measured here: cytotoxicity without doxorubicin
MRP reversal with doxorubicin – also measured in MRP reversal; calls as there; viability, %; measured here: viability with 2 uM doxorubicin; stronger effect = lower value
NFkB transloc inh cell count 2 µM – also measured in NFkB transloc inh; calls as there; cell count; measured here: cells passing quality filter;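 raw number of nuclei counted in each imaged well without normalization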
NFkB transloc pot cell count 2 µM – also measured in NFkB transloc pot; calls as there; cell count; measured here: cells passing quality filter
Numbers without * were called inactive; · = no result given. These rows are one share of the data, so the mix of outcomes need not match the whole.

SMILES	Bcl-B TR3 displacers	PLAP inhibition	NFkB transloc inh	NFkB transloc inh cell count 2 µM	MRP reversal	MRP reversal cytotoxicity	MRP reversal with doxorubicin	NFkB transloc pot	NFkB transloc pot cell count 2 µM
Cc1ccc(NC(=O)CSc2nc(NS(=O)(=O)c3ccc(C)cc3)cc(=O)[nH]2)cc1	-14%	5%	-4	29	15	106	91	4	29
CC1Cc2cc(/C(O)=C3/C(=O)C(=O)N(CCCn4ccnc4)C3c3cccnc3)ccc2O1 (stereo not drawn)	-5%	11%	-9	133	-14	79	93	9	133
Cc1cc(Cl)c(S(=O)(=O)NCc2ccncc2)cc1OCC(N)=O	2%	9%	-6	177	-2	94	95	6	177
CN(C)C(=O)CCCc1nc(-c2ccc(Cl)cc2)no1	-4%	-15%	-15	55	16	106	89	15	55
CCC(OC(=O)C1=Cc2ccccc2OC1)C(=O)NC1CCCC1 (stereo not drawn)	0%	2%	-11	177	·	·	·	11	177
CSCCC(NS(=O)(=O)c1ccc2c(c1)oc(=O)n2C)C(=O)NC1CCCc2ccccc21 (stereo not drawn)	1%	8%	3	178	·	·	·	-3	178
O=C(CCS(=O)(=O)c1ccc(Cl)cc1)N1CCN(c2ccccc2F)CC1	16%	-15%	-1	115	29	101	73	1	115
CN(C(=O)c1cnc2n(c1=O)CCS2)C1CCCCC1	2%	-6%	-5	176	11	90	79	5	176
COc1ccc(OC)c(CCNC(=O)CN2C(=O)CC(C)(C)S(=O)(=O)c3ccccc32)c1	3%	-16%	-16	169	4	93	88	16	169
COCCCn1cnc2oc3nc4ccccc4nc3c2c1=O	-70%	-16%	-8	70	4	93	89	8	70
CSCCC(NC(=O)c1ccc(=O)n(C)n1)c1nc2ccccc2[nH]1 (stereo not drawn)	5%	-8%	·	·	19	111	92	·	·
COc1ccccc1/C=N/NC(=O)C(NC(=O)c1ccccc1)=C(C)C	2%	3%	-11	122	·	·	·	11	122
CC(C)OCCCNC(=O)c1ccc(CS(=O)(=O)Cc2ccccc2F)o1	3%	18%	-2	155	6	91	85	2	155
CC1=C(C)CC(C(=O)c2ccccc2)C(C(=O)O)C1 (stereo not drawn)	-1%	-18%	-13	187	·	·	·	13	187
O=c1c2ccccc2nc2n1-c1ccccc1CCC2	-9%	24%	4	158	15	104	90	-4	158
CCc1ccc(C(=O)Nc2cc3c(cc2Cl)OCCCO3)cc1	-8%	6%	-12	175	·	·	·	12	175
Cc1ccc(Cl)cc1N1CCN(CC(=O)Nc2ccc(CN3CCCCC3)cc2)CC1	·	·	3	168	-29	3	32	-3	168
CCn1cc(S(=O)(=O)CC(=O)Nc2ccc(C)cc2)c2ccccc21	-6%	6%	-3	109	-4	74	78	3	109
O=C1N=C(N2CCN(c3cccc4ccccc34)CC2)S/C1=C/c1cccs1	-4%	-18%	8	154	·	·	·	-8	154
c1ccc2c(c1)CC1(CCCCC1)n1nnnc1-2	·	·	-5	110	12	90	78	5	110
CCc1nnc(NC(=O)CCC(=O)N2CCN(c3ccccn3)CC2)s1	-9%	-3%	4	156	5	92	87	-4	156
Cn1c(CCC(=O)Nc2ccc(N3CCOCC3)cc2)nc(=O)c2ccccc21	1%	-8%	8	120	10	78	68	-8	120
Cc1cc(C)n(CC2CC(=O)N(c3ccc(F)c(Cl)c3)C2=O)n1 (stereo not drawn)	9%	-14%	19	54	11	88	77	-19	54
O=C(COc1ccc2ccccc2c1)NC1CC1	-1%	17%	-14	171	16	107	90	14	171
CCOc1ccc2cc(/C=C/C(=O)c3ccco3)c(Cl)nc2c1	-95%	-21%	-26	168	1	2	1	26	168
COc1ccc(C(=O)CCN2CCCCCC2)cc1	-6%	-1%	12	118	·	·	·	-13	118
N#Cc1cc(-c2ccccc2)oc1NC(=O)c1ccco1	0%	-15%	-4	100	11	92	81	4	100
O=C(c1ccco1)N1CCN(C(c2ccccc2Cl)c2nnnn2Cc2ccco2)CC1 (stereo not drawn)	-3%	-63%	7	173	-3	55	58	-7	173
CC1=C(C(=O)NC(C)c2ccc3c(c2)OCCO3)C2(CCC(C)CC2)OC1=O (stereo not drawn)	·	·	-8	67	·	·	·	8	67
S=C(Nc1ccccc1Cl)Nc1ccc(Cl)cc1Cl	-4%	-7%	2	149	·	·	·	-2	149
Cc1ccnc(N2CCN(c3cc(C)c(C#N)c4nc5ccccc5n34)CC2)c1	·	·	13	98	25	61	36	-13	98
O=C1C2C3CCCC3=C3CCCC3C2C(=O)N1c1ccccc1 (stereo not drawn)	-3%	5%	16	122	-7	79	85	-16	122
COc1cccc(NC(=O)CN(c2cccc(C(F)(F)F)c2)S(C)(=O)=O)c1	9%	-15%	·	·	7	90	83	·	·
CN1CCN(C(=O)C2CC(c3c(F)cccc3Cl)=NO2)CC1 (stereo not drawn)	-6%	-1%	0	181	13	108	95	0	181
Cc1ccc(NC(=O)/C(=C/c2cccc([N+](=O)[O-])c2)NC(=O)C2CCCCC2)cc1	5%	17%	-8	144	-10	44	54	8	144
Cc1cc(C)cc(NC(=O)CSc2nnc(Cc3cccn3C)n2-c2ccc(F)cc2)c1	-10%	-54%	26	90	-3	72	75	-26	90
c1cc(-c2nc3cc(Cc4ccc5oc(-c6ccncc6)nc5c4)ccc3o2)ccn1	-17%	-13%	·	·	-1	96	97	·	·
O=C(CSc1nncc2ccccc12)N1CCOCC1	10%	-6%	-33	207	4	103	99	33	207
Cc1ccn2cc(CNC(=O)c3cccs3)nc2c1	5%	4%	-15	172	-2	101	102	15	172
Cc1nc(N2CCN(C(=O)c3ccco3)CC2)c2oc3ccccc3c2n1	-3%	-48%	·	·	-6	95	101	·	·

Exported field by field: part of the list above.
SMILES: c1cc(-c2nc3cc(Cc4ccc5oc(-c6ccncc6)nc5c4)ccc3o2)ccn1
  Bcl-B TR3 displacers: -17%; PLAP inhibition: -13%; NFkB transloc inh: ·; NFkB transloc inh cell count 2 µM: ·; MRP reversal: -1; MRP reversal cytotoxicity: 96; MRP reversal with doxorubicin: 97; NFkB transloc pot: ·; NFkB transloc pot cell count 2 µM: ·

SMILES: O=C(CSc1nncc2ccccc12)N1CCOCC1
  Bcl-B TR3 displacers: 10%; PLAP inhibition: -6%; NFkB transloc inh: -33; NFkB transloc inh cell count 2 µM: 207; MRP reversal: 4; MRP reversal cytotoxicity: 103; MRP reversal with doxorubicin: 99; NFkB transloc pot: 33; NFkB transloc pot cell count 2 µM: 207

Next section.
SMILES	Bcl-B TR3 displacers	PLAP inhibition	NFkB transloc inh	NFkB transloc inh cell count 2 µM	MRP reversal	MRP reversal cytotoxicity	MRP reversal with doxorubicin	NFkB transloc pot	NFkB transloc pot cell count 2 µM
CC(C)[C@H](NS(=O)(=O)c1ccccc1)C(=O)OCn1nnc2ccccc2c1=O	-2%	13%	-3	191	10	89	79	3	191
CCOc1ccc(-n2cnnn2)cc1S(=O)(=O)N1CCCCC1	5%	-12%	-2	190	2	88	86	2	190
O=C1c2ccc(Oc3ccc4c(c3)C(=O)N(CCCCO)C4=O)cc2C(=O)N1CCCCO	-4%	-26%	2	124	9	101	92	-2	124
CCOc1cccc(CNCCNC(=O)c2nonc2N)c1	1%	3%	-9	169	26	114	88	9	169
C=CCNCCOCCOc1ccc(C)cc1[N+](=O)[O-]	-3%	9%	-8	164	·	·	·	8	164
COc1ccc(C(=O)NCS(=O)(=O)c2ccc(C)cc2)cc1	12%	-14%	-37	61	-7	94	102	37	61
Nc1nc(CN2CCN(c3ccccc3F)CC2)nc(Nc2ccc3c(c2)OCCO3)n1	-2%	-27%	-27	45	14	89	74	27	45
COc1ccc(NC(=O)CN2CCCN(S(=O)(=O)c3ccc(F)cc3)CC2)cc1	0%	-47%	·	·	3	89	86	·	·
Cc1ccnc2nc(C(=O)OCC(=O)Nc3ccc4c(c3)OC(F)(F)O4)nn12	-5%	-2%	8	173	-1	101	102	-9	173
Cc1ccc(-c2nc3cccnc3o2)cc1NC(=O)COc1ccc(C(C)(C)C)cc1	-23%	-42%	-1	182	-8	44	51	1	182
CSc1cc(C)nc(NC(C)=O)n1	3%	3%	-5	156	-15	102	117	5	156
Cc1nn(C)c(C)c1CN(C)C(=O)CCCC(=O)O	·	·	5	117	-1	93	94	-5	117
Cc1ccc(CO/N=C/C2=C(Cl)c3ccccc3CC2)cc1	-8%	13%	13	67	15	99	84	-13	67
CC1CCC(n2c(=S)[nH]c3ccccc3c2=O)CC1 (stereo not drawn)	-2%	16%	-3	188	0	73	74	3	188
CCC(=O)NC1(C(F)(F)F)C(=O)NC(C)=C1C#N (stereo not drawn)	-2%	-11%	6	141	34	112	78	-6	141
Cc1ccc(NC(=O)CS(=O)CC(=O)N(C2CCCC2)C(C)C(=O)NC2CCCCC2)cc1 (stereo not drawn)	·	·	-8	68	·	·	·	8	68
CC(C)CN(CC(C)C)C(=O)C12CCC(C)(C(=O)O1)C2(C)C (stereo not drawn)	·	·	8	132	13	100	86	-7	132
O=C(Nc1cccc(-c2cn3ccccc3n2)c1)C1CC1	-9%	1%	-13	140	·	·	·	13	140
CCOC(=O)CS(=O)(=O)c1ccccc1	-8%	8%	·	·	9	103	95	·	·
O=C(NCCCn1ccnc1)c1ccc(Br)o1	12%	-16%	14	142	·	·	·	-13	142

Shown with two lines to a compound: entries from further up.
Every second line gives: Bcl-B TR3 displacers	PLAP inhibition	NFkB transloc inh	NFkB transloc inh cell count 2 µM	MRP reversal	MRP reversal cytotoxicity	MRP reversal with doxorubicin	NFkB transloc pot	NFkB transloc pot cell count 2 µM
> CC(C)CN(CC(C)C)C(=O)C12CCC(C)(C(=O)O1)C2(C)C (stereo not drawn)
    ·	·	8	132	13	100	86	-7	132
> Cc1ccc(NC(=O)CS(=O)CC(=O)N(C2CCCC2)C(C)C(=O)NC2CCCCC2)cc1 (stereo not drawn)
    ·	·	-8	68	·	·	·	8	68

Next section:
SMILES	Bcl-B TR3 displacers	PLAP inhibition	NFkB transloc inh	NFkB transloc inh cell count 2 µM	MRP reversal	MRP reversal cytotoxicity	MRP reversal with doxorubicin	NFkB transloc pot	NFkB transloc pot cell count 2 µM
CCOC(=O)C1CCN(Cc2ccc(OC)c(C)c2OC)CC1	9%	-70%	·	·	-12	93	105	·	·
Cc1cc(C)c(C(=O)C2OC(=O)C(C)(C)C(=O)C2(C)C)c(C)c1 (stereo not drawn)	0%	-61%	-10	190	24	102	79	10	190
COc1cccc(-c2nnc(-c3ccc(C)o3)o2)c1	·	·	-40	94	-7	78	86	40	94
COC(=O)c1cc(-c2ccc(OC)c(OC)c2)on1	8%	-10%	-8	144	-4	87	91	8	144
CC(C)(C)c1nn(-c2ccccc2)c2[nH]c(=O)c(CNc3ccc4c(c3)OCCO4)cc12	5%	-71%	-4	169	-6	101	107	4	169
CCOC(=O)C1=NN(C(=O)c2ccc(C)cc2)C(O)(c2ccc(Cl)cc2)C1 (stereo not drawn)	-60%	-90%	0	150	·	·	·	0	150
COc1ccc(C(=O)/C=C/Nc2ccccn2)cc1	3%	16%	·	·	2	87	85	·	·

Pulled one by one from above:
SMILES	Bcl-B TR3 displacers	PLAP inhibition	NFkB transloc inh	NFkB transloc inh cell count 2 µM	MRP reversal	MRP reversal cytotoxicity	MRP reversal with doxorubicin	NFkB transloc pot	NFkB transloc pot cell count 2 µM
Cc1cc(C)c(C(=O)C2OC(=O)C(C)(C)C(=O)C2(C)C)c(C)c1 (stereo not drawn)	0%	-61%	-10	190	24	102	79	10	190
COC(=O)c1cc(-c2ccc(OC)c(OC)c2)on1	8%	-10%	-8	144	-4	87	91	8	144
CCOC(=O)C1CCN(Cc2ccc(OC)c(C)c2OC)CC1	9%	-70%	·	·	-12	93	105	·	·
CC(C)(C)c1nn(-c2ccccc2)c2[nH]c(=O)c(CNc3ccc4c(c3)OCCO4)cc12	5%	-71%	-4	169	-6	101	107	4	169
COc1ccc(C(=O)/C=C/Nc2ccccn2)cc1	3%	16%	·	·	2	87	85	·	·

Screening results from PubChem.
